Screens (PubChem BioAssay)
PMI inhibition: human PMI inhibitors, high substrate, primary screen, biochemical, fluorescence intensity, high mannose 6-phosphate (AID 1220). recombinant PMI enzyme, coupled fluorescence intensity; higher % means a stronger effect. inhibition, % at 20 µM, or IC50 in µM where a hit was titrated. 0.66% of 190,000 active
P. falciparum M1AAP: P. falciparum M1AAP inhibitors, biochemical, fluorogenic H-Leu-NHMec substrate, 1536-well (AID 1445); recombinant M1AAP, H-Leu-NHMec fluorogenic kinetic assay; higher % means a stronger effect; one-dose inhibition, % at 30 µM; IC50 in µM for titrated hits; 0.42% of 220,000 active;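 active = primary inhibition above the hit cutoff, then over 50% inhibition at one or more dose response concentrations, cut at about 23% in these data, passing the limit was not always enough; inconclusive = conflicting primary data, or primary hits not chosen for dose response; inactive = low primary inhibition, or under 50% at every dose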;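 also: plate controls were DMSO full reaction for no effect and no enzyme background for full effect; strong numbers were not always called active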
LYP inhibition: inhibitors of LYP phosphatase, biochemical, fluorescence intensity, uHTS (AID 1779). recombinant LYP phosphatase, fluorescence intensity; higher % means a stronger effect. inhibition, % at 11.5 µM, or IC50 in µM where a hit was titrated. 0.054% of 290,000 active;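 also: plate controls were vehicle with enzyme for no effect and no enzyme for full effect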
human PMI inhibition: inhibitors of human PMI, primary screen, biochemical, fluorescence intensity, coupled assay (AID 1209); purified PMI enzyme, coupled fluorescence intensity; higher % means a stronger effect; inhibition, % at 20 µM; hits with a dose series show IC50 in µM; 0.42% of 190,000 active;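 also: plate controls were DMSO vehicle for no effect and wells lacking substrate for full effect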
TNAP activators: human TNAP enzyme activators, primary screen, biochemical, luminescent, no phosphate acceptor, uHTS (AID 1001); one-dose activation fold at 20 µM; EC50 in µM for titrated hits; purified TNAP, luminescent activation assay, no phosphate acceptor; higher activation fold means a stronger effect; 0.03% of 200,000 active; in the data active = activation fold from about 3, or a potency from the dose series; inactive = the rest, 99 in 100 with activation fold below about 1.6; also: many of its hits are not listed in these tables
WT yeast gro inh: growth inhibition of WT yeast, mitochondrial fusion screen; mitochondrial fusion phenotypic screen, WT strain; inhibition, % at 10 µM; 2.1% of 190,000 active; in the data active = inhibition above about 58%; tested in S. cerevisiae
Yfh1-depleted yeast: mitochondrial function rescue without frataxin homolog – Friedreich's ataxia, plus single-dose screen, dose response (AID 1465). S. cerevisiae Yfh1-off respiration, WST-1 reduction, 72 h; higher fold induction means a stronger effect. fold induction at 50 µM, or EC50 in µM where a hit was titrated. 0.074% of 220,000 active;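 active = fold induction of absorbance versus untreated yeast above a set limit, then at least 30% activation at any dose in follow-up; inconclusive = repeats straddling the limit, or above it without dose testing; inactive = fold induction below the set limit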;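 also: activators that raise dye reduction in frataxin-depleted yeast; strong numbers were not always called active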
XIAP antagonists: small molecules displacing peptide from XIAP – biochemical, IAP family, fluorescence polarization (AID 1018); 0.007% of 200,000 active; XIAP BIR domain, fluorescence polarization peptide displacement; higher % means a stronger effect; displacement, % at 20 µM; hits with a dose series show IC50 in µM; in the data active = displacement above about 50%; also: a part of the inactive calls stands beside numbers as strong as those of hits
M17LAP inhibition: P. falciparum M17LAP inhibitors, primary screen, biochemical, fluorogenic H-Leu-NHMec substrate, 1536-well (AID 1619). recombinant M17LAP, H-Leu-NHMec fluorogenic kinetic assay; higher % means a stronger effect. inhibition, % at 30 µM; hits with a dose series show IC50 in µM. 0.38% of 220,000 active;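 active = compound inhibiting the enzyme by more than half at any dose during confirmatory dose-response retesting; inconclusive = strong single-dose inhibitors picked by rank but not retested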;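 also: plate controls were full reaction with DMSO carrier for no effect and no enzyme background for full effect; strong numbers were not always called active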
WT yeast gro inh mutant strain: second read-out of WT yeast gro inh, no call of its own (marks repeat the call); inhibition, %; mitochondrial fusion phenotypic screen, mutant strain inhibition
* = called active by the depositor; i = inactive; ? = inconclusive; nt = not tested or not shown. Rule as the data show it, unless noted: active = inhibition above about 50%; inactive = the rest. This is a subset; rates above refer to the full screens.

SMILES	PMI inhibition	P. falciparum M1AAP	LYP inhibition	human PMI inhibition	TNAP activators	WT yeast gro inh	WT yeast gro inh mutant strain	Yfh1-depleted yeast	XIAP antagonists	M17LAP inhibition
COc1cc(/C=N/NC(=O)CN2CC(c3ccccc3)CC2=O)ccc1OC(=O)N(C)C (centres undefined)	5%	4%	-2%	7%	1.1	36	18	i	-0.6%	17%
Cc1ccc(-n2c(O)c(C=NCc3cccnc3)c(=O)[nH]c2=O)cc1C	11%	4%	-4%	9%	1	-6	7	i	1.3%	-16%
COc1ccc(C2C([N+](=O)[O-])=C(N)Oc3c2c(=O)oc2ccccc32)cc1 (centres undefined)	6%	-2%	-4%	2%	1.1	-6	-8	i	-12%	-4%
O=C(Cc1ccccc1)Oc1cccc(-n2cnnn2)c1	2%	2%	-5%	4%	1.1	-9	-5	i	-4.5%	-4%
O=C(COc1ccccc1)N1CCN(C/C=C/c2ccccc2)CC1	2%	1%	-5%	9%	1.1	4	-11	i	-2.3%	0%
c1ccc(-c2nc(N3CCOCC3)s[n+]2-c2ccccc2)cc1	9%	-2%	-1%	37%	1	-16	-14	i	-9.2%	17%
CCOCC(=O)NC1CCSC1=O (centres undefined)	24%	-3%	3%	4%	1	-9	3	i	-3.2%	13%
CCn1cc(C(=O)NCc2ccccc2)c2ccccc21	7%	5%	1%	2%	1.1	-22	1	i	-7.0%	2%
Cc1cc(CN(C)C)c(OC(=O)N(C)C)cc1C	-5%	0%	-10%	-3%	1.1	-8	-33	i	-3.4%	0%
c1ccc(C2CC3CC(c4ccco4)N2O3)cc1 (centres undefined)	8%	2%	-5%	8%	1.2	14	27	i	-4.1%	1%
O=c1[nH]c(=S)n(CCC2=CCCCC2)c(O)c1C=NCc1cccnc1	5%	11%	-8%	11%	1	14	8	i	-6.9%	-6%
O=C(CF)NC(NC(=S)Nc1ccccc1O)C(Cl)(Cl)Cl (centres undefined)	nt	11%	-5%	nt	1	37	22	i	0.7%	3%
O=C(c1cccnc1)c1cc2ccccc2[nH]1	-8%	9%	-7%	-10%	0.8	-9	-11	i	-2.4%	6%
Cc1c(N=Nc2c(O)n(C)c(=O)n(C)c2=O)c(=O)n(-c2ccccc2)n1C	28%	-13%	-6%	4%	1.1	5	15	i	-5.3%	-4%
COc1cc(Cn2c(N)c(C(=O)NCc3ccco3)c3nc4ccccc4nc32)cc(OC)c1OC	10%	-2%	-3%	10%	0.9	17	5	i	-26%	-31%
CCN(CC)C(=O)c1ccc(NC(=O)c2cccc(C(F)(F)F)c2)cc1	-4%	7%	3%	-8%	1.1	-9	-1	i	-7.5%	-1%
Fc1cccc(C2NCCc3[nH]cnc32)c1 (centres undefined)	-8%	-1%	-7%	4%	1.1	21	10	i	-16%	4%
CNC(=S)N/N=C1\C2CN3CCN(C2)CC1(c1ccccc1)C3	8%	6%	1%	8%	1	-22	-6	i	-1.9%	-2%
CC(=O)Nc1ccc([As](=O)(O)c2ccc([N+](=O)[O-])cc2)cc1	nt	5%	-9%	nt	nt	nt	nt	i	nt	1%
O=S(=O)(c1ccccc1)N1CC1c1ccccc1 (centres undefined)	-15%	1%	-8%	-9%	0.8	-1	-20	i	-2.3%	17%
Cc1c(C(c2ccc(Cl)cc2Cl)c2c(O)c3ccccc3oc2=O)c(=O)n(-c2ccccc2)n1C (centres undefined)	-5%	21%	2%	-3%	1.1	75*	69*	i	-4.2%	7%
Cn1c(=O)c2nncnc2n(C)c1=O	-18%	6%	-5%	-19%	1	-6	-10	i	-9.5%	-4%
COCc1cc(OC(=O)N(C)C)nc(-c2ccc(C)c(Cl)c2)n1	nt	1%	-3%	nt	nt	nt	nt	i	nt	0%
CCCn1c(C(=O)c2ccccc2)nc2ccccc21	-6%	14%	-7%	-4%	1.1	2	-8	i	5.1%	13%

Laid out differently: entries from further up
Each structure is followed by: PMI inhibition	P. falciparum M1AAP	LYP inhibition	human PMI inhibition	TNAP activators	WT yeast gro inh	WT yeast gro inh mutant strain	Yfh1-depleted yeast	XIAP antagonists	M17LAP inhibition
> COc1cc(Cn2c(N)c(C(=O)NCc3ccco3)c3nc4ccccc4nc32)cc(OC)c1OC
    10%	-2%	-3%	10%	0.9	17	5	i	-26%	-31%
> CCN(CC)C(=O)c1ccc(NC(=O)c2cccc(C(F)(F)F)c2)cc1
    -4%	7%	3%	-8%	1.1	-9	-1	i	-7.5%	-1%
> Fc1cccc(C2NCCc3[nH]cnc32)c1 (centres undefined)
    -8%	-1%	-7%	4%	1.1	21	10	i	-16%	4%

Carrying on.
SMILES	PMI inhibition	P. falciparum M1AAP	LYP inhibition	human PMI inhibition	TNAP activators	WT yeast gro inh	WT yeast gro inh mutant strain	Yfh1-depleted yeast	XIAP antagonists	M17LAP inhibition
Nc1ccncc1	-4%	1%	-4%	-2%	1.1	1	-7	i	-1.8%	13%
CC(C)(C)C(=O)OCC12CCC(O1)C1(C)C(=O)OCC21 (centres undefined)	9%	-1%	-4%	6%	1.2	6	9	i	-5.4%	-8%
CN(C)C(=O)CSc1nnc([C@@H](N)Cc2ccccc2)o1	-25%	3%	6%	-21%	1	24	17	i	-2.3%	20%
OC(c1ccccc1)(c1ccccc1)c1ccncc1	-5%	-4%	-6%	7%	1.1	1	16	i	-7.8%	-10%
O=C1Nc2ccccc2C1Cc1nc2ccccc2c(=O)n1-c1ccccc1 (centres undefined)	nt	-1%	0%	nt	nt	nt	nt	i	nt	-1%
Cc1cccc(-c2nc3ccccc3c(=O)n2-n2cccc2)c1	2%	2%	-2%	-1%	1	5	9	i	-6.6%	1%
O=C1NC(=O)N(Cc2ccco2)C(=O)/C1=C/c1ccc(-c2cccc([N+](=O)[O-])c2)o1	-23%	16%	15%	-10%	0.7	13	13	i	-3.3%	16%
Cc1c(C=O)c2ccccc2n1Cc1cccc(F)c1	-5%	0%	7%	-20%	1.1	14	3	i	-9.4%	10%
COC(=O)CNC(=O)c1cn(CCC#N)nc1-c1ccc(F)cc1	0%	-2%	-2%	-3%	1.1	-10	12	i	-5.4%	5%
Cc1ccsc1C(=O)C1CCCN(Cc2cnn(C(C)C)c2)C1 (centres undefined)	nt	2%	-7%	nt	1	10	-5	i	-3.3%	7%
CCN1CCN(C(c2cccs2)C(C)NC(=O)Oc2ccccc2)CC1 (centres undefined)	1%	-1%	-5%	-5%	1	6	1	i	-8.0%	-1%
CC(=O)OC1C2CCC1C(N1CCCCC1)CC2 (centres undefined)	-3%	0%	-4%	-3%	1.1	-13	2	i	-1.3%	-16%
CCOP(=O)(OCC)C(O)c1ccc2c(c1)OCO2 (centres undefined)	nt	-1%	-4%	nt	nt	nt	nt	i	nt	-2%
COc1ccc(C(=O)C2CCCN(C3CSCCSC3)C2)cc1OC (centres undefined)	8%	12%	-9%	11%	1.1	0	6	i	-4.6%	-1%
Cc1ccc(N=Nc2c(O)[nH]c(=O)[nH]c2=O)c([N+](=O)[O-])c1	-2%	2%	-10%	4%	1.1	8	21	i	-0.7%	-22%
CC(C)(C)NS(=O)(=O)c1ccc(OCC(=O)N2CCN(Cc3ccccc3)CC2)cc1	-2%	3%	-6%	6%	1	-2	1	i	-4.0%	6%
CCOC(=O)C(O)(c1ccc(N(CC)S(=O)(=O)c2ccc(C)cc2)cc1)C(F)(F)F (centres undefined)	19%	7%	3%	17%	1	24	-1	i	-2.4%	0%
COc1ccc(N2C(=O)NC(=O)C(CCc3ccncc3)(CCc3ccncc3)C2=O)cc1	8%	1%	-2%	3%	1.1	-12	7	i	-16%	1%
CCOP(=O)(OCC)C(O)c1ccccc1 (centres undefined)	nt	5%	-6%	nt	nt	nt	nt	i	nt	0%
CCCC12CN3CCN(C1)CC(CCC)(C3)C2=O	nt	-1%	-5%	nt	nt	nt	nt	i	nt	-4%
CCCCCCC(=O)N/N=C/c1c(O)n(C(C)CC)c(=S)[nH]c1=O (centres undefined)	nt	-3%	3%	nt	nt	nt	nt	i	nt	-4%
CCOP(=O)(OCC)C(NC(=O)c1ccccc1)=C(Cl)Cl	-16%	1%	-5%	-2%	0.9	6	-28	i	-4.2%	-4%
COc1ccc(OC(=O)N(C)C)c(CN(C)C)c1	-1%	6%	-8%	0%	1.1	36	38	i	-4.1%	-8%
CC(C)[C@@H]1NC(=O)c2cc([N+](=O)[O-])cc(I)c2NCCCC[C@@H](C(=O)NC(CC(=O)O)C(N)=O)NC(=O)[C@H](CO)NC1=O (some centres undefined)	-12%	5%	1%	-13%	1	4	-6	i	-6.8%	?
O=S(=O)(c1ccc(Cl)cc1)N1CN2CCN(C2)C1	17%	2%	-5%	18%	1	-10	2	i	-1.5%	-2%
CCCCC(=O)N/N=C/c1c(O)n(CCCC)c(=S)[nH]c1=O	nt	-4%	1%	nt	nt	nt	nt	i	nt	-3%
Cc1cc([N+](=O)[O-])c2ccccc2[n+]1[O-]	nt	-3%	-8%	nt	nt	nt	nt	i	nt	8%
Nc1c(C(=O)NCCCc2ccccc2)c2nc3ccccc3nc2n1Cc1cccs1	17%	3%	-4%	20%	1.2	6	3	i	-7.2%	-3%
Cc1sc(NC(=O)C2C3CCC(O3)C2C(=O)O)c(C(=O)OC(C)C)c1-c1ccc(Cl)cc1 (centres undefined)	0%	-1%	13%	14%	1	3	-11	i	-2.6%	10µM*
Cc1cccnc1-n1c(C)nc2ccccc2c1=O	-6%	-1%	90%*	-1%	1	-17	-6	i	-5.4%	-11%
CC(C)Sc1nnc([C@@H](N)Cc2ccccc2)o1	-7%	5%	-7%	0%	1	3	5	i	-5.0%	3%
C/C(=N\N1CCCCCC1)c1c(O)n(C2CCCCC2)c(=O)[nH]c1=O	nt	9%	1%	nt	nt	nt	nt	i	nt	12%
COC(=O)[C@]12OC[C@]34C([C@@H](O)[C@@H]1O)[C@]1(C)CC(=O)C(O)=C(C)[C@@H]1C[C@H]3OC(=O)[C@H](O)[C@@H]24 (some centres undefined)	nt	2%	-8%	nt	nt	nt	nt	i	nt	-4%
COc1ccc(-n2c(-c3ccccc3)nc3ccccc3c2=O)cc1	nt	2%	-10%	nt	nt	nt	nt	i	nt	-2%
N#CSCC(=O)N1c2ccccc2CCc2ccccc21	-3%	4%	-1%	7%	1.2	1	21	i	-4.0%	8%
Cc1cc(Cl)ccc1OCC(=O)O	-4%	2%	1%	-2%	1.1	3	11	i	-3.5%	-8%
O=C(COc1ccc2ccccc2c1)N1CCN(Cc2c[nH]c3ccccc23)CC1	7%	5%	5%	10%	1.1	16	14	i	-3.3%	8%
COc1cc(/C=C(/C)[N+](=O)[O-])ccc1OCc1ccccc1Cl	8%	3%	3%	7%	1.1	56	72	i	-6.6%	11%
CCSc1nnc([C@@H](N)Cc2ccccc2)o1	-16%	-4%	-2%	-11%	1	0	0	i	-7.5%	6%
Cc1ccc(/C=C2\C(=O)NC(=S)N(c3ccc(F)cc3)C2=O)s1	-106%	10%	10%	-59%	1	25	28	i	-0.3%	5%
COc1ccc2c(CN3CC=C(c4ccccc4)CC3)cc(=O)oc2c1	14%	1%	0%	-9%	1.1	37	21	i	-5.4%	-48%
CC1CN(O)C2CCc3c(no[n+]3[O-])C12O (centres undefined)	-25%	5%	-1%	-10%	1.1	-5	4	i	-2.4%	-3%
